S3 lipid droplet – qHTS Assay for Lipid Storage Modulators in Drosophila S3 Cells. Drosophila S3 cells, BODIPY lipid droplet fluorescence, 18-24 h; cells fed with added oleic acid. Potency in µM for hits, for the others lipid storage change, negative = inhibition, % at the top dose, mostly 46.1 µM. 320,000 tested, 0.64% active; active means well fitted inhibition curve with a large enough effect in the signal ratio, with a control signal flat, not every such curve was filed as active; inconclusive means small, poorly fitted or top-dose-only effect, or effect the other way, or a change in a side signal; the % refers to the signal ratio
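Laser-scanning cytometry quantifies lipid droplet accumulation (500–530 nm total intensity; droplet/cell object ratio) in oleic acid-fed (400 uM added) Drosophila S3 cells treated with a concentration series. 20 uM Triacsin C defined 100% inhibition.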
S3 lipid droplet cell count max – also measured in S3 lipid droplet; calls as there; cell number change, %; measured here: cell count max response;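 cells counted by Cell Tracker Red CMTPX staining in the red channel; peak over a dose series mostly up to 46.1 µM; percent activity relative to internal control wells on each plate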
* marks the source's active call; other numbers are inactive results; i = inactive; ? = inconclusive; · = no result given; [ ] = dose if it differs, or a comment. On the % scale 0 is the no-effect control and ±100 the full control effect; potency means the concentration at half of the fitted maximal effect. Some of the compounds tested; count on the stated rates, not on these rows.

Below each SMILES: S3 lipid droplet | S3 lipid droplet cell count max
- CCN(CC)C(=O)c1[nH]cnc1C(=O)Nc1ccccc1
 : ? | ·
- CCOC(=O)c1cnc(-c2ccccc2)nc1Oc1cccc(Cl)c1
 : ? | ·
- Cc1ccc(Nc2cc(=O)[nH]c(=O)[nH]2)cc1C
 : ? | ·
- CC(C)c1onc(C(=O)NCCc2ccccc2)c1[N+](=O)[O-]
 : 6% | 0
- CCCCN(C)CCNC(=O)c1cc2c(-c3cccc(OC)c3)nn(C)c2s1
 : -20% | 12
- Cc1nnc(SCC(=O)NCCc2ccccc2)s1
 : 5% | 6
- CN(C)c1ccc(P(=O)(Nc2ccc([N+](=O)[O-])cc2)N2CCOCC2)c(NC(=O)c2cccs2)c1 (stereo not given)
 : -12% | -21
- COC(=O)CNC(=O)Cc1c(F)cccc1Cl
 : -22% | -2
- CCN1CCN(C(CNS(=O)(=O)c2ccc(F)cc2)c2cccnc2)CC1 (stereo not given)
 : 8% | -4
- COc1ccc(NC(=O)COC(=O)c2ccc3ccccc3n2)cc1
 : ? | ·
- Cc1ccc(CNC(=O)c2ccc(CNS(=O)(=O)c3ccc4c(c3)C(C)(C)C(=O)N4C)cc2)o1
 : ? | ·
- CN(C)C(=C(C#N)C#N)N1CCN(c2ccc(Cl)c(Cl)c2)CC1
 : ? | ·
- CCOc1ccc(Oc2ccccc2NC(=O)CN2C(=O)NC3(CCCC3)C2=O)cc1
 : ? | ·
- Cc1ccc(NS(=O)(=O)c2ccc3c(c2)n(C)c(=O)n3C)c(C)c1
 : ? | ·
- COc1ccc(OCC(=O)NNc2nc3ccccc3s2)cc1
 : 11% | ·
- O=C(c1cccs1)n1nc(NCc2ccccc2)nc1NCc1ccccc1
 : ? | ·
- CC1Cc2cc(S(=O)(=O)N3CCC(C(=O)NCc4ccco4)CC3)ccc2N1C(=O)C1CCC1 (stereo not given)
 : i | -1
- Cc1ccc(NC(=O)c2cc([N+](=O)[O-])ccc2N2CCOCC2)cc1S(=O)(=O)N1CCOCC1
 : ? | ·
- C=CCSc1nnc(-c2ccccc2NC(=O)CC)c(=O)[nH]1
 : ? | ·
- COc1ccc(C(C(=O)NC2CCCC2)N(CCC(C)C)C(=O)CCC(=O)Nc2cc(C)on2)cc1 (stereo not given)
 : ? | ·
- Cc1n[nH]c(C)c1CNCc1c(C(=O)N2CCCCCCC2)nc2ccc(Cl)cn12
 : -2% | -10
- Cn1cnnc1SCc1nnc(-c2ccccc2Br)o1
 : -3% | ·
- CC(O)CNc1nc2c(c(=O)n(C)c(=O)n2C)n1CCc1ccccc1 (stereo not given)
 : ? | ·
- CCOc1ccc(CN2CCN(Cc3cnc(N4CCOCC4)s3)CC2CCO)cc1 (stereo not given)
 : 7% | 8
- CCn1c(CC(=O)Nc2ccc(F)cc2)nnc1SCC(=O)NC1=NCCS1
 : ? | ·
- O=C(C1CCOCC1)N1CCCC(N2CCN(c3cccc(C(F)(F)F)c3)CC2)C1 (stereo not given)
 : i | -7
- COc1ccc(Cl)cc1NC(=O)NCC1CCN(C(=O)OC(C)(C)C)CC1
 : ? | ·
- O=C(Nc1ccc(Cl)cc1)Nc1nc(-c2ccccc2)cs1
 : -4% | -1
- Cc1ccc(N/N=C/c2ccncc2)cc1
 : ? | ·
- O=C(COC(=O)c1ccc(Br)cc1)NCCC1=CCCCC1
 : 7% | 13

(continued)
Below each SMILES: S3 lipid droplet | S3 lipid droplet cell count max
- CCN1CCCC1CNCc1cccc(OC)c1OCc1ccccc1 (stereo not given)
 : ? | ·
- Cc1ccc(-c2csc(NC(=S)NC(=O)/C=C/c3ccco3)n2)cc1
 : 0% | 2
- COc1cc([N+](=O)[O-])ccc1NC(=O)CSc1nnc(C)c(C)n1
 : -8% | 2
- OCc1cccc(Nc2ncnc3sc4c(c23)CCCCC4)c1
 : ? | ·
- COc1cc(CNn2nnnc2N)cc(Br)c1OCC(=O)NC(C)(C)C
 : ? | ·
- CC1(C)SC(=S)N(NC(=O)Nc2ccccc2)C1N(O)C(=O)Nc1cccc2ccccc12 (stereo not given)
 : ? | ·
- Fc1cccc(Cl)c1Cc1noc(/C=C/c2ccccc2)n1
 : 2% | 0
- CCN(CC)S(=O)(=O)c1cc(-c2nnc(-c3ccc(Br)cc3)o2)ccc1Br
 : 2% | 2
- COC(=O)c1sc2ncn(-n3c(C)ccc3C)c(=O)c2c1C
 : 6% | 7
- COCC(=O)n1nc(NCc2ccc(OC)cc2)nc1NCc1ccc(OC)cc1
 : i | -14
- Cc1cc(C)cc(NC(=O)c2cc(=O)c3ccccc3o2)c1
 : 3% | 12
- Cn1c(=O)oc2cc(S(=O)(=O)N3CCCC(C(=O)N4CCn5c4nc4ccccc45)C3)ccc21 (stereo not given)
 : -1% | -6
- Cc1cc(C)c2cc(C(O)c3nnnn3Cc3ccccc3)c(=O)[nH]c2c1 (stereo not given)
 : ? | ·
- CCCOP(=O)(OCCC)C(Nc1cccc(C(F)(F)F)c1)c1ccc(C)cc1 (stereo not given)
 : ? | ·
- O=C(NC(=S)N1CCCCCC1)c1ccc(Cl)cc1Cl
 : ? | ·
- O=C(CSc1ncccn1)N1CCN(S(=O)(=O)c2ccccc2)CC1
 : 19% | 24
- CN1CCN(CCCNCc2cn(CCC#N)c3ccccc23)CC1
 : 2% | -5
- COc1ccc(C(C(C(=O)c2cccs2)N2CCOCC2)N2CCOCC2)cc1OC (stereo not given)
 : ? | ·
- O=C(c1ccc(N2CCOCC2)c([N+](=O)[O-])c1)N1CCCCC1
 : ? | ·
- CC(=O)Nc1c(C(=O)O)oc2ccc(Cl)cc12
 : 1% | 2
- CCNS(=O)(=O)c1ccc(CCC(=O)O)cc1
 : ? | ·
- COc1ccc(C(C(=O)NC2CCCCC2)N(C(=O)CCl)c2ccc(Cl)cc2)cc1 (stereo not given)
 : ? | ·
- CN(CC(=O)OCC(=O)NCC(F)(F)F)S(=O)(=O)c1ccc(Cl)cc1
 : 16% | ·
- O=S1(=O)N=C(N2CCN(c3ccc(F)cc3)CC2)c2ccccc21
 : ? | ·
- COc1cc(/C=C2/NC(=O)N(Cc3ccccc3F)C2=O)cc(OC)c1O
 : ? | ·
- CC1(C)CC(=O)c2sc(NC(=O)c3ccccc3)nc2C1
 : ? | ·
- NC(=O)c1ccc(N2CCCCC2)c(N2C(=O)C3C4C=CC(C4)C3C2=O)c1 (stereo not given)
 : 5% | 4
- CCOC(=O)N1CCN(C(=O)c2ccc(Cn3c(=S)[nH]c4cc5c(cc4c3=O)OCO5)cc2)CC1
 : ? | ·
- Cc1ccccc1NS(=O)(=O)c1ccc(NC(=O)N2CCCCC2)cc1
 : ? | ·
- CC1CCN(CCCNC(=O)c2cc3sccc3n2C)CC1
 : ? | ·

For convenience, part of the list above.
Below each SMILES: S3 lipid droplet | S3 lipid droplet cell count max
- CCN(CC)C(=O)c1[nH]cnc1C(=O)Nc1ccccc1
 : ? | ·
- CCOC(=O)c1cnc(-c2ccccc2)nc1Oc1cccc(Cl)c1
 : ? | ·
- Cc1ccc(Nc2cc(=O)[nH]c(=O)[nH]2)cc1C
 : ? | ·
- CC(C)c1onc(C(=O)NCCc2ccccc2)c1[N+](=O)[O-]
 : 6% | 0

Remaining list, next part.
Below each SMILES: S3 lipid droplet | S3 lipid droplet cell count max
- O=c1cc(CO)oc(C(Nc2ccccn2)c2ccsc2)c1O (stereo not given)
 : 1% | -22
- COc1cc(C2C(C#N)=C(N)N(N(C)C)C3=C2C(=O)CC(C)(C)C3)cc(OC)c1OC (stereo not given)
 : 7% | 16
- Cc1ccc(C)c(NC(=O)c2cc3c([nH]c4ccccc43)c(C)n2)c1
 : ? | ·
- O=C(O)c1cccc(S(=O)(=O)Nc2ccc3c(c2)OCO3)c1
 : ? | ·
- Cc1[nH]c(=O)[nH]c(=O)c1S(=O)(=O)N1c2ccc(F)cc2CCC1C (stereo not given)
 : ? | ·
- Brc1ccccc1CN1CCC(Cc2ccccc2)CC1
 : -10% | -14
- Cc1ccc(C2=NN=C(NC(=O)C(F)(F)F)SC2)cc1
 : ? | ·
- COc1ccc(/C=N/Nc2nc(-c3cccnc3)nc3ccccc23)cc1OC
 : -5% | -1
- COc1ccc(CN(C)C(=O)c2cccc(S(=O)(=O)N3CCN(c4ccccc4)CC3)c2)c(OC)c1OC
 : ? | ·
- COc1ccc(N(C)C(=O)Cc2c(C(=O)O)[nH]c3ccccc23)c(OC)c1
 : 8% | -1
- Cc1ccc(S(=O)(=O)N2CCCC(C(=O)NCc3cccnc3)C2)cc1Cl (stereo not given)
 : 26% | 8
- O=C(CNCC1CCCO1)Nc1ccc([N+](=O)[O-])cc1C(=O)Nc1ccccc1F (stereo not given)
 : -5% | -8
- Cc1c(C(=O)N2CCCCC2)c(S(=O)(=O)N2CCN(c3ccc(F)cc3)CC2)c(C)n1C
 : i | 1
- Fc1ccc(OCc2nn[nH]n2)c(F)c1
 : ? | ·
- COc1ccc(Cl)cc1NC(=O)N(C)Cc1c(C)nn(C)c1C
 : i | ·
- CN(C)C(=O)c1ccc(-n2nc(C(F)(F)F)c3c2CCCC3)cc1
 : ? | ·
- COc1ccccc1CN1CC(C(=O)NC2CCCCC2)CC1=O (stereo not given)
 : 0% | ·
- O=C1CC(C(=O)N2CCN(S(=O)(=O)c3cccc(F)c3)CC2)CN1Cc1ccccc1Cl (stereo not given)
 : i[0.0737 µM] | ·
- Cc1sc2nc3c(C(=O)N4CCN(c5ccccn5)CC4)cccn3c(=O)c2c1C
 : 7% | ·
- Cc1ccc(NC(=O)NCC2CCN(Cc3cc(C)ccc3Cl)CC2)c(C)c1
 : ? | ·
- COc1ccc(S(=O)(=O)N2CCCC2CNC(=O)C(=O)Nc2cccc(F)c2)cc1 (stereo not given)
 : ? | ·
- Cc1cc(C(=O)NC(C)C2CCCO2)cs1 (stereo not given)
 : ? | ·
- O=C(NCCc1ccccc1)c1c(F)c(F)c(F)c(F)c1F
 : ? | ·
- COc1ccc(-c2noc(N3CCC(C(=O)Nc4ccc(F)cc4F)CC3)n2)cc1
 : ? | ·
- Cc1cccc(N(C(=O)CCC(=O)Nc2ccccn2)C(C(=O)NC(C)C)c2ccc(O)cc2)c1 (stereo not given)
 : ? | ·
- O=C(Cn1[nH]c(=O)c2ccccc2c1=O)N1CC=C(c2ccccc2)CC1
 : ? | ·
- Cc1ccccc1COC(=O)CN1C(=O)NC2(CCCC2)C1=O
 : ? | ·
- O=C(CCCc1ccccc1)N=C1SC2CS(=O)(=O)CC2N1c1ccccc1F (stereo not given)
 : -13% | 1
- COC(=O)c1c(C)nc2ccccc2c1C(=O)O
 : -12% | 3
- Cc1cc2oc(=O)cc(CN3CCC(C)CC3)c2cc1C
 : i | 3

Whole records as entered above:
Entry for `COc1ccc(S(=O)(=O)N2CCCC2CNC(=O)C(=O)Nc2cccc(F)c2)cc1` (stereo not given) → S3 lipid droplet: ?; S3 lipid droplet cell count max: ·
Entry for `O=C1CC(C(=O)N2CCN(S(=O)(=O)c3cccc(F)c3)CC2)CN1Cc1ccccc1Cl` (stereo not given) → S3 lipid droplet: i[0.0737 µM]; S3 lipid droplet cell count max: ·
Entry for `COc1ccccc1CN1CC(C(=O)NC2CCCCC2)CC1=O` (stereo not given) → S3 lipid droplet: 0%; S3 lipid droplet cell count max: ·

Remaining list, next part
Below each SMILES: S3 lipid droplet | S3 lipid droplet cell count max
- C=CCOc1nc2c(c(=O)n(C)c(=O)n2C)n1C
 : ? | ·
- COc1ccc(CCN2C(=O)C3C4CCC(C4=C(C)C)C3C2=O)cc1OC (stereo not given)
 : ? | ·
- O=C(CCc1ccccc1)NCC(c1ccco1)N1CCc2ccccc21 (stereo not given)
 : 24% | ·
- O=C(Cn1nnc(-c2ccccc2NC(=O)c2ccccc2F)n1)NCc1ccco1
 : ? | ·
- CCN(CC)c1ccc(C(=O)Nc2ccccc2)cc1[N+](=O)[O-]
 : -3% | ·
- O=C(Nc1nnc(C2CCCO2)s1)c1cccs1 (stereo not given)
 : 16% | 4
- Cc1nc(Nc2ccc3c(c2)OCCO3)c2c(C)c(C)sc2n1
 : ? | ·
- Cc1nn(CC#N)c(=O)n1N(C)c1ncc(C(F)(F)F)cc1Cl
 : ? | ·
- Clc1cccc(Cl)c1CNC1CCCC1
 : ? | ·
- COc1cc([N+](=O)[O-])ccc1NC(=S)N1CCN(c2ccccn2)CC1
 : 8% | 4
- Cc1ccccc1-c1ocnc1C(=O)Nc1ccccc1NC(=O)c1ccccn1
 : ? | ·
- COc1cc(/C=C/C(=O)OCC(=O)NCc2ccco2)ccc1OC(F)F
 : ? | ·
- O=[N+]([O-])c1cccc(C2NCC(c3ccccc3Cl)c3c2[nH]c2ccccc32)c1 (stereo not given)
 : ? | ·
- CC(C)=CCC/C(C)=C/CC/C(C)=N/O
 : ? | ·
- CCc1ccccc1NC(=O)C1C(c2ccccc2)C1(Cl)Cl (stereo not given)
 : -2% | -2
- Cc1ccc(C(=O)N2CCN(c3ccc(NC(=O)c4cc(C)cc(C)c4)cc3)CC2)cc1
 : ? | ·
- O=C(/C=C/c1ccc(Br)cc1)NC(=S)N1CCOCC1
 : -5% | -9
- Cc1nc(SCC(=O)NCCc2ccccc2)n[nH]1
 : -1% | -4
- CCN(C(=O)COC(=O)c1ccc(Cl)nc1)C1CCS(=O)(=O)C1 (stereo not given)
 : 5% | 12
- S=C(NCc1ccccc1)N1CCN(c2ccccc2)CC1
 : ? | ·
- Cc1ccccc1NC(=O)C1Cc2ccccc2C(=O)O1 (stereo not given)
 : i | ·
- CC1(C)CC(NC(=O)C2CCCCC2)CC(C)(C)N1
 : ? | ·
